# CHRM4 PAM: human M4 muscarinic receptor positive allosteric modulators, primary screen, CHO-K1 cells, Fluo-8 calcium fluorescence; Muscarinic acetylcholine receptor M4 (Homo sapiens), P08173; CHO-K1 hM4/Gqi5, ACh EC20; 0% = ACh EC20, 100% = maximal ACh; activation, % at 3 µM; actives 0.4% (n = 360,000);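 active = activation above its plate's cutoff, the mean activation of sample wells plus 3 SD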; note: some results filed as inactive read as strong as hits
# Target sequence (P08173 whole entry, looked up): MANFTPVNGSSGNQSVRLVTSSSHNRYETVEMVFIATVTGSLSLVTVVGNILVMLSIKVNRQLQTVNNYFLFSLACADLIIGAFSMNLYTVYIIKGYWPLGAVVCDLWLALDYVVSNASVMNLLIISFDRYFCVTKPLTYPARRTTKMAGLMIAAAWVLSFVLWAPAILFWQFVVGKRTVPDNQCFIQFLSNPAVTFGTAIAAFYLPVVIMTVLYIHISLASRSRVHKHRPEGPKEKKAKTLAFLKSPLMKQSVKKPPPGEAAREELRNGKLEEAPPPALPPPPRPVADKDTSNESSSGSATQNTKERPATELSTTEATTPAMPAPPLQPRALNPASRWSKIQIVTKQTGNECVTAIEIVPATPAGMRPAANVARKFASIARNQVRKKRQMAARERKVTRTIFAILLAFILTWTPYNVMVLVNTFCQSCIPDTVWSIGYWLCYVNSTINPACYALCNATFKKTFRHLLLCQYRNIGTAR
# CHRM4 agonist: human M4 muscarinic receptor agonists, primary screen, CHO-K1 cells, Fluo-8 calcium fluorescence | activation, % at 3 µM | actives 0.14% (n = 360,000) | AID 624127, 2012 | Muscarinic acetylcholine receptor M4 (Homo sapiens), P08173 | CHO-K1 hM4/Gqi5; vehicle 0%, full acetylcholine response 100%;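 active = activation above the run mean over all test wells plus 3 SD, cut at about 32% in these data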;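 note: peak over basal fluorescence ratio per well then scaled between controls; 0% = DMSO wells and 100% = acetylcholine at EC100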
# CHRM4 antagonist: human M4 muscarinic receptor antagonists, primary screen, CHO cells, Fluo-8 calcium fluorescence | CHO-hM4 cells, ACh EC80 | AID 624125, 2012 | actives 0.73% (n = 360,000) | inhibition, % at 3 µM;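 active = inhibition above its plate's cutoff, the mean inhibition of sample wells plus 3 SD, cut at about 27% in these data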;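 note: 0% = acetylcholine EC80 with DMSO and 100% = DMSO without agonist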
# M5 antag: human M5 muscarinic receptor antagonists, primary screen, CHO cells, Fluo-8 calcium fluorescence; actives 0.59% (n = 360,000); inhibition, % at 3 µM; CHO-hM5 cells, ACh EC80; Muscarinic acetylcholine receptor M5 (Homo sapiens), P08912;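 active = inhibition above a per-plate cutoff, the mean of that plate's test compounds plus 3 SD, cut at about 27% in these data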;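 note: 0% = acetylcholine EC80 with DMSO and 100% = DMSO without agonist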
# Target sequence (P08912 whole entry, looked up): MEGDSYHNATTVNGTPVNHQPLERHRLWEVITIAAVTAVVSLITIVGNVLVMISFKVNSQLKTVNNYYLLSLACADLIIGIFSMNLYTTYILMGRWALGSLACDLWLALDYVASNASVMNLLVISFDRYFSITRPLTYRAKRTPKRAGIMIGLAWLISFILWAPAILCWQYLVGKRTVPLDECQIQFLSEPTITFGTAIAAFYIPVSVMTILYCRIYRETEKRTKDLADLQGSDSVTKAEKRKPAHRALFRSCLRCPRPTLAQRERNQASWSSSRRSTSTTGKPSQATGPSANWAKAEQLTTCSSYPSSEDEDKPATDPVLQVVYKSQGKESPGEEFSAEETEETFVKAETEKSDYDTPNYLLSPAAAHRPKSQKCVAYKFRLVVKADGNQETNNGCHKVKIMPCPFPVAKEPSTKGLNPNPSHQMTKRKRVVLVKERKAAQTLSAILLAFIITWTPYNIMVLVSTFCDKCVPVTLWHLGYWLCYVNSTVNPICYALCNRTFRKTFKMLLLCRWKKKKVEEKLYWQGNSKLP
# CRFBP-R2 agonist: agonists of CRF-BP/CRF-R2 complex, primary screen, cell-based, HEK293, calcium dye fluorescence, uHTS | CRF-binding protein / CRF receptor 2 complex (human) | calcium dye fluorescence (FLIPR); percent of saturating CRF peptide response | activation, % at 13.2 µM | actives 0.46% (n = 350,000) | AID 588473, 2011;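 active = activation of at least 50%, plus an integration ratio under a set limit after plate pattern correction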;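 note: plate controls were neutral control wells without compound for no effect and CRF at EC100 for full effect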
# CHRM1 antagonist: human M1 muscarinic receptor antagonists, primary screen, CHO-K1 cells, Fluo-8 calcium fluorescence, 1536-well | CHO-K1 hM1, ACh EC80 antagonist | inhibition, % at 3 µM | actives 1.3% (n = 360,000) | AID 588852, 2011;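 active = percent inhibition above its own plate's cutoff, namely the mean of that plate's compound wells plus 3 SD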;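 note: peak over basal fluorescence ratio during 140 s after agonist addition; 0% = ACh EC80 plus DMSO and 100% = DMSO alone without agonist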
# CHRM5 agonist: human M5 muscarinic receptor agonists, primary screen, CHO-K1 cells, Fluo-8 calcium fluorescence. Muscarinic acetylcholine receptor M5 (Homo sapiens), P08912. CHO-K1 hM5 cells; 0% DMSO wells, 100% maximal acetylcholine response. activation, % at 3 µM. actives 0.19% (n = 360,000);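 active = activation above the run's mean over test compounds plus 3 SD, cut at about 23% in these data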;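 note: signal is peak over basal fluorescence ratio across the kinetic read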
# CHRM5 PAM: human M5 muscarinic receptor positive allosteric modulators, primary screen, CHO-K1 cells, Fluo-8 calcium fluorescence | CHO-K1 hM5, ACh EC20 PAM; 0% = ACh EC20, 100% = ACh EC100 | activation, % at 3 µM | actives 0.3% (n = 360,000) | AID 624038, 2012;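 active = activation above the run cutoff, the mean activation of all test compounds plus 3 SD, cut at about 18% in these data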
#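 Assay system: CHO-K1 hM5 cells / Incubation: Fluo-8 loading 80 min at 37 °C plus 30 min room temperature / Technique: Fluo-8 calcium dye fluorescence, kinetic read / Repeats: single replicate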
# CHRM1 PAM: human M1 muscarinic receptor positive allosteric modulators, primary screen, CHO-K1 cells, Fluo-8 calcium fluorescence, 1536-well | CHO-K1 hM1, ACh EC20; 0% = ACh EC20, 100% = maximal ACh | activation, % at 3 µM | actives 0.088% (n = 360,000); in the data active = activation above about 19%, passing the limit was not always enough
# Active calls of the source: *; x = not tested or not shown.
SMILES,CHRM4 PAM,CHRM4 agonist,CHRM4 antagonist,M5 antag,CRFBP-R2 agonist,CHRM1 antagonist,CHRM5 agonist,CHRM5 PAM,CHRM1 PAM
CCCc1cc(=O)[nH]c(SCC(=O)NC(=O)NC2CCCC2)n1,2.8,1.7,8.3,0.9,-0.5,7.9,3.4,3.0,-1.7
Cc1ccc(C(=O)COC(=O)c2cc(Cl)nc3ccccc23)cc1C,23.0,0.4,1.3,-3.6,4.9,-7.2,-1.6,1.6,8.5
O=C1NC(c2cccc(Cl)c2)Nc2ccccc21 (stereo not drawn),-9.1,0.7,-3.6,-5.7,-1.2,-6.5,-2.1,-6.8,5.9
Cc1ccc(CNC(=O)c2[nH]c(C(F)(F)F)nc2-c2ccccc2)cc1,-7.1,6.8,6.2,17.6,x,-9.2,3.2,-6.3,-6.9
COc1ccccc1NC(=S)NCc1ccc(Cl)cc1,-1.2,0.1,-11.0,-2.1,-2.0,19.6,-0.1,3.6,-5.9
Cc1cc(C)n(-c2ccc(NC(=O)C3CCCCN3C(=O)c3ccc(C)s3)cc2)n1 (stereo not drawn),-3.4,6.5,-8.0,-0.5,-13.0,-0.4,-0.3,-6.9,2.1
Cc1cn(CC(=O)NCCc2ccccn2)c(=O)[nH]c1=O,3.7,0.7,-5.3,-4.8,-0.2,-4.8,-0.1,4.0,2.6
O=C(/C=C/c1cccc([N+](=O)[O-])c1)NCc1ccco1,2.1,1.0,-9.8,-8.8,-1.4,-0.7,-4.5,5.8,5.9
C(=N\N1CCN(Cc2ccccc2)CC1)/c1ccccc1,-3.7,0.2,0.1,3.4,-0.4,1.4,-4.7,-1.7,-0.6
COc1ccc(/C=C2\SC(=S)N(CCC(=O)N3CCOCC3)C2=O)cc1,3.8,0.6,-13.4,1.0,4.4,-14.8,-4.5,-3.5,15.7
Clc1cccc(Cc2c(-c3cccc(Cl)c3)nc3ccc(Cl)cn23)c1,-0.9,-1.1,-0.9,4.1,x,-29.8,-2.5,0.9,4.3
Cc1ccc(SCCNC(=O)c2ccc(C)c([N+](=O)[O-])c2)cc1,-10.1,8.4,-4.8,-0.6,-1.9,12.8,-4.4,-15.2,-17.6
COc1cc(C#Cc2c(-c3cncn3C)n(C)c3ccc(-c4cnc(N5CCOCC5)nc4)cc23)cc(OC)c1,20.6,2.5,-4.1,6.0,3.8,-14.0,2.0,-3.2,15.4
COC(=O)C(C)Oc1cc(OC(C)C(=O)OC)c2c(-c3ccccc3)cc(=O)oc2c1 (stereo not drawn),-3.1,13.6,-20.9,6.5,0.3,-0.8,-5.8,-10.7,-3.3
CCC(=O)c1ccc(N2CCCCCC2)c(F)c1,-8.6,-1.5,5.2,5.8,-1.9,4.7,-3.4,-8.7,-4.1
O=C(COC(=O)C1(c2ccccc2F)CCCC1)N1CCOCC1,2.8,0.6,0.0,1.6,-0.2,-19.4,-5.1,3.7,4.2
Cn1c(=O)cc(OCCCC(=O)N2CCN(c3ccccn3)CC2)c2ccccc21,-4.0,4.5,0.3,4.6,-3.2,-4.9,0.7,-2.4,0.3
CCOC(=O)c1ccccc1NC(=O)CSc1nc2[nH]ncc2c(=O)[nH]1,-5.2,1.2,1.4,-13.8,0.9,34.7*,-0.2,9.3,-10.6
CC(NC(=O)CNC(=O)OCc1ccccc1)C(=O)N1CC(O)CC1C(=O)OCc1ccccc1 (stereo not drawn),0.4,0.5,-11.8,-10.4,-1.7,-6.5,-3.0,-2.3,4.1
CCCC1(CCC)NC(=O)N(CC(=O)N2CCN(C(=O)c3ccco3)CC2)C1=O,6.9,1.3,-5.7,16.9,0.7,-0.4,-4.0,-3.1,1.7
CC(=O)c1ccc(Oc2nc3c(c(=O)n(C)c(=O)n3C)n2C)cc1,3.6,1.8,-1.7,-4.5,-1.3,2.1,-0.3,3.4,-0.5
COc1ccc(Cl)cc1CN1CCN(c2nc(C)cc(C)c2C#N)CC1,-11.7,-1.4,-4.1,6.9,5.7,-16.9,-5.5,-5.5,4.0
CCCOc1ccc(C2=CSC3=NCCN23)cc1[N+](=O)[O-],-5.5,-0.3,6.6,2.5,-0.2,1.1,-6.1,-0.7,-4.2
COc1ccc(C(C)=O)cc1CN(C)C,-3.8,-0.2,7.4,-0.4,-0.4,-12.4,1.0,-5.1,8.7
Cc1onc(-c2c(F)cccc2Cl)c1C(=O)NCc1ccccc1,-2.0,0.7,15.4,4.6,-0.7,-0.5,-0.1,-1.4,5.9
O=C(O)c1ccc(/C=N/Nc2ccc(Cl)nn2)cc1,-3.2,1.3,18.7,9.2,-0.1,-2.3,-1.8,5.2,6.3
CCOC(=O)c1sc(NC(=S)NC(=O)c2ccc(OC)cc2)nc1C,0.6,0.3,-0.1,12.8,2.2,-11.6,1.1,-5.1,7.7
CC(C)C[C@@]12C(=O)N(c3ccc(Br)cc3)C(=O)N1[C@H](c1ccc(Br)cc1)[C@@H]1C(=O)N(C(C)(C)C)C(=O)[C@@H]12,14.8,-0.9,-20.6,4.4,0.3,-19.9,0.5,6.4,16.8
CC1(C(=O)NCc2cccc3ccccc23)CCN1Cc1ccccc1OC(F)F (stereo not drawn),-0.6,0.3,-9.2,1.6,x,-8.0,-1.1,-1.3,3.2
COc1ccc(-c2csc(Cc3nnc(N4CCOCC4)n3-c3ccccc3)n2)cc1,1.3,1.1,9.9,1.0,-0.8,13.4,-1.6,-3.9,-3.6
O=C(NNC(=O)c1cc(S(=O)(=O)N2CCOCC2)c(Cl)cc1Cl)c1ccccc1F,-5.5,10.6,1.7,18.5,5.3,3.2,3.2,-8.8,-7.8
COc1ccc(C2=NO[C@@H]3C(=O)N(c4cccc(C)c4C)C(=O)[C@H]23)cc1OC,11.7,7.4,-0.8,-2.4,-2.3,-5.6,3.1,-0.5,7.0
COc1ccccc1OCCCOc1ccc([N+](=O)[O-])cc1Cl,-1.2,0.5,0.4,0.8,2.2,-2.6,-2.9,-3.7,-0.6
Cc1cc(C(F)F)nn1CC(=O)NCc1ccc(Cl)cc1Cl,-5.3,0.7,-2.3,5.4,1.3,-9.6,-2.3,-5.7,8.0
CCCS(=O)(=O)c1nc(S(=O)(=O)c2ccc(C)cc2)c(NCCCN2CCCC2=O)s1,-2.1,0.4,-1.8,22.3,-3.5,-9.7,-6.1,-5.2,0.2
Cc1ccccc1C(=O)NC1CC2CCCC(C1)N2Cc1ccccc1 (stereo not drawn),-11.4,-0.1,-0.4,-16.1,7.1,9.1,-20.9,13.5,-4.5
CCOc1ncccc1C(=O)OCC(=O)N(CC)c1ccccc1,-17.7,19.2,5.8,13.7,0.1,27.9,4.5,-20.0,-11.6
N#Cc1cnn(-c2nc(SCc3ccccc3)nc3sc4c(c23)CCCC4)c1N,-7.1,-0.2,5.9,-6.2,1.3,-2.1,-2.1,6.7,2.7
CCn1c(C)nc2cc(C(=O)N/N=C/c3ccc(OC)cc3)ccc21,5.1,1.4,-6.6,-4.6,-1.2,0.6,-0.9,4.2,11.8
O=C(CSc1ccc(F)cc1)Nc1ccc(C2SCCS2)cc1,-7.5,0.4,-4.1,-9.7,-0.1,-9.2,-3.0,4.4,2.9

# Five entries already listed, ordered by formula weight, ascending.
SMILES,CHRM4 PAM,CHRM4 agonist,CHRM4 antagonist,M5 antag,CRFBP-R2 agonist,CHRM1 antagonist,CHRM5 agonist,CHRM5 PAM,CHRM1 PAM
O=C(O)c1ccc(/C=N/Nc2ccc(Cl)nn2)cc1,-3.2,1.3,18.7,9.2,-0.1,-2.3,-1.8,5.2,6.3
C(=N\N1CCN(Cc2ccccc2)CC1)/c1ccccc1,-3.7,0.2,0.1,3.4,-0.4,1.4,-4.7,-1.7,-0.6
Cn1c(=O)cc(OCCCC(=O)N2CCN(c3ccccn3)CC2)c2ccccc21,-4.0,4.5,0.3,4.6,-3.2,-4.9,0.7,-2.4,0.3
COC(=O)C(C)Oc1cc(OC(C)C(=O)OC)c2c(-c3ccccc3)cc(=O)oc2c1 (stereo not drawn),-3.1,13.6,-20.9,6.5,0.3,-0.8,-5.8,-10.7,-3.3
CC(C)C[C@@]12C(=O)N(c3ccc(Br)cc3)C(=O)N1[C@H](c1ccc(Br)cc1)[C@@H]1C(=O)N(C(C)(C)C)C(=O)[C@@H]12,14.8,-0.9,-20.6,4.4,0.3,-19.9,0.5,6.4,16.8

# Next compounds.
SMILES,CHRM4 PAM,CHRM4 agonist,CHRM4 antagonist,M5 antag,CRFBP-R2 agonist,CHRM1 antagonist,CHRM5 agonist,CHRM5 PAM,CHRM1 PAM
CC(=O)CSc1nc(C(F)(F)F)cc(=O)n1-c1ccccc1,-3.2,0.6,10.4,-1.1,-1.8,0.9,2.0,-0.8,2.2
CCCc1cc(NC(=O)CCl)n(-c2ccccc2)n1,10.9,0.5,-3.4,3.2,-0.6,-6.9,-1.1,-2.5,-0.3
O=C(/C=C/c1ccccc1)NNC(=O)c1cccnc1,9.0,2.0,-18.4,-11.6,-0.1,-28.6,-2.1,5.3,6.5
O=C(c1ccc(F)cc1)N(Cc1ccco1)C1CCS(=O)(=O)C1 (stereo not drawn),1.2,0.3,7.0,10.1,-0.1,-13.5,-2.9,-3.9,14.6
COC(=O)C(CCCCNC(=O)OCc1ccccc1)NC(=O)CN (stereo not drawn),1.8,-0.1,-1.7,-8.2,5.0,-1.2,-3.1,3.2,0.3
Cn1c(=O)c2c(nc(NCCCO)n2Cc2cccc(Br)c2)n(C)c1=O,13.4,0.8,-1.5,1.1,-2.5,13.8,-3.6,-2.9,-7.2
COc1ccc(OCc2nnc(SCC(=O)N3CCCC3)o2)cc1,7.9,1.6,4.9,16.5,0.4,-10.3,-2.8,-6.7,10.0
COc1cc(C(=O)Nc2nnc(Cc3ccccc3)s2)cc(OC)c1OC,-3.4,3.5,-7.4,6.3,-3.4,-13.3,2.3,-1.4,7.8
CCn1nc(C)cc1C(=O)OCC(=O)c1ccc(Cl)cc1,1.0,0.7,-5.5,-13.7,-2.5,-1.3,-5.5,0.2,3.7
COc1cc(/C=C/C(=O)OCC(=O)N2CCc3ccccc3C2)ccc1O,2.7,5.4,-8.9,3.3,-2.1,-12.7,-2.0,-3.6,6.1
CN(C(=O)c1ccc(S(=O)(=O)N2CCCCC2)cc1)C1CCS(=O)(=O)C1 (stereo not drawn),2.8,0.5,-7.7,-10.6,1.5,-12.5,-2.3,9.1,9.1
O=Cc1c(N2CCSCC2)nc2ccccn2c1=O,1.1,2.0,-3.5,-1.3,-1.4,-13.2,4.8,5.0,8.7
COC(=O)CN(c1ccc(C(C)C)cc1)S(=O)(=O)c1c(C)[nH]c(=O)[nH]c1=O,5.2,0.8,-11.5,-7.2,-1.1,14.3,1.9,0.3,-6.0
COc1ccc2[nH]c(=O)c(CN(CC3CCCO3)C(=S)Nc3ccc(C)cc3)cc2c1 (stereo not drawn),0.4,1.7,-12.9,0.3,-1.9,8.2,-0.9,-6.8,7.4
COc1cc2[nH]c(=S)n(CCN3CCCCC3C)c(=O)c2cc1OC (stereo not drawn),23.8,0.3,-12.8,-0.1,0.8,3.1,-2.9,-2.7,0.9

# Screening results from PubChem.
